GPR35 arrestin U2OS: inhibition of zaprinast-stimulated GPR35 beta-arrestin translocation – imaging, U2OS, beta-arrestin-GFP, zaprinast agonist, primary screen (AID 2058) | U2OS GPR35 beta-arrestin-GFP translocation imaging, zaprinast antagonism; higher % means a stronger effect | inhibition, % at 10 µM, or IC50 in µM where a hit was titrated | 0.052% of 290,000 active;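 active = inhibition of at least 50% with at least 30 cells and total cytoplasm GFP at most 10,000,000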
AID2073: disruptors of CaV2.2 binding to Mint1 – biochemical, HTRF (AID 2073); 0.19% of 290,000 active; HTRF protein-protein interaction, Mint1-CaV2.2; higher % means a stronger effect; inhibition, % at 20 µM; hits with a dose series show IC50 in µM; in the data active = inhibition mostly above about 51%, no sharp cut-off; also: some results filed as inactive read as strong as hits
GPR55 LPI antagonism: inhibition of LPI-stimulated GPR55 beta-arrestin translocation – imaging, U2OS, beta-arrestin-GFP, LPI agonist, primary screen (AID 2013); U2OS GPR55 beta-arrestin-GFP translocation imaging, LPI antagonism; higher % means a stronger effect; inhibition, % at 10 µM, or IC50 in µM where a hit was titrated; 0.13% of 290,000 active;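 active = spots per cell inhibited over 60%, with over 100 cells counted and total cytoplasm intensity under 500,000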;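 also: U2OS cells stably carrying GPR55 and arrestin-GFP stimulated by 5 µM LPI near EC80; imaged beta-arrestin-GFP aggregate spots per cell after agonist stimulation; plate controls were LPI-stimulated DMSO wells for no effect and DMSO wells without LPI for full effect; some results filed as inactive read as strong as hits; confirmed hits need IC50 under 10 µM and bright autofluorescent wells are also inconclusive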
HIV peptide binding: cell-free HIV fusion peptide-binding blockers – biochemical, uHTS, fluorescence dequenching, primary screen (AID 1986); cell-free peptide binding, fluorescence dequenching, 30 min; higher % means a stronger effect; one-dose inhibition, % at 20 µM; IC50 in µM for titrated hits; 0.3% of 290,000 active; in the data active = inhibition mostly above about 52%, no sharp cut-off; inactive = mostly below about 76%; also: some results filed as inactive read as strong as hits
NTR1 agonist: NTR1-driven beta-arrestin-GFP spot formation – imaging, U2OS cells, high content, primary screen (AID 493036) | P30989 | activation, % at 20 µM | 0.17% of 330,000 active | agonist mode;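 active = activation at or above 40% of the spot to cytoplasm intensity ratio, with at least 20 cells analyzed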;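 also: 0% = DMSO without peptide and 100% = 100 nM NTR1 peptide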
Target sequence (P30989 whole entry, looked up): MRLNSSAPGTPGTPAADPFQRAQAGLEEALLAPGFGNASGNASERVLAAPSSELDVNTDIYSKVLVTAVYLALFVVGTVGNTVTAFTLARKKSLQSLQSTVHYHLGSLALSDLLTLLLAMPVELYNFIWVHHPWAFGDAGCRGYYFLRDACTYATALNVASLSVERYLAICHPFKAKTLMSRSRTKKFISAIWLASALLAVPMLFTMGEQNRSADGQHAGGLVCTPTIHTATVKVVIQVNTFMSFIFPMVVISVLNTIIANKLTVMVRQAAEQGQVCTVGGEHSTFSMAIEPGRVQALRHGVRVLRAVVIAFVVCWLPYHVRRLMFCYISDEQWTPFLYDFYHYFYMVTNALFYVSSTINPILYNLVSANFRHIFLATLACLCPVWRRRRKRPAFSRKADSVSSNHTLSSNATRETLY
SIAH1 antagonists: Siah-1 peptide-binding antagonists, primary screen, biochemical, fluorescence polarization, rhodamine-plectin, uHTS (AID 1817); one-dose displacement, % at 20 µM; IC50 in µM for titrated hits; 0.02% of 290,000 active; Siah-1 / rhodamine-plectin peptide fluorescence polarization; higher % means a stronger effect;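 active = displacement of at least 50% at 20 µM, with a fluorescence ratio check between 0.3 and a set limit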;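 also: plate controls were Siah plus tracer with DMSO for no effect and tracer alone without Siah for full effect; strong numbers were not always called active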
NS5 inhibitors: Dengue-2 NS5 methyltransferase inhibitors, primary screen, biochemical, confirmation dose response (AID 588689) | Dengue-2 NS5 methyltransferase capping enzyme assay, biochemical; higher % means a stronger effect | one-dose inhibition, % at 25 µM; IC50 in µM for titrated hits | 0.3% of 340,000 active; in the data active = a potency from the dose series
GPR55 activation: GPR55 agonists via beta-arrestin recruitment, primary screen, imaging, U2OS cells, beta-arrestin-GFP redistribution (AID 1961); 0.048% of 290,000 active; U2OS GPR55 beta-arrestin-GFP redistribution imaging; higher % means a stronger effect; activation, % at 10 µM; hits with a dose series show EC50 in µM;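 active = activation above 40% with more than 50 cells counted in the well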;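 also: U2OS osteosarcoma cells stably expressing GPR55 and beta-arrestin-GFP; plate controls were DMSO negative control for no effect and LPI positive control for full effect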
K1F lysis inhibition: inhibition of K1F phage lysis, E. coli UTI89, bacterial capsule biogenesis inhibitors, alamar blue (AID 488966). 0.02% of 340,000 active. inhibition, % at 100 µM; hits with a dose series show IC50 in µM. E. coli UTI89 K1F phage lysis, alamar blue, 2 h; higher % means a stronger effect;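 active = phage lysis inhibition, versus mean bacterial control, above a set limit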;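 also: capsule biogenesis inhibitors block K1F phage lysis so surviving cells raise fluorescence; higher fluorescence means more inhibition of phage lysis; actives were called in the ten point dose series up to 300 µM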
NTR1 agonist cell count 20 µM: second read-out of NTR1 agonist, no call of its own (marks repeat the call); cell count; measured here: cell count, cytotoxicity flag
NS5 inhibitors pilot replicate: also measured in NS5 inhibitors; calls as there; inhibition, %; measured here: pilot screen replicate inhibition
* hit, by the source's call; x = not tested or not shown; & = joins results of further samples; [ ] = another dose, or the depositor's remark. Compounds as they come; overall some 1.2% were active at least once.

SMILES | GPR35 arrestin U2OS | AID2073 | GPR55 LPI antagonism | HIV peptide binding | NTR1 agonist | NTR1 agonist cell count 20 µM | SIAH1 antagonists | NS5 inhibitors | GPR55 activation | K1F lysis inhibition | others
CSc1cccc(NC(=O)C(C)Sc2ccc(C)cc2)c1 (configuration not stated) | 0% | 1% | -1% | -2.2% | -1.0 | 70 | -3% | -5% | -0.1% | -0.1% | NS5 inhibitors pilot replicate=-7.3
O=C(O)C(Cc1ccccc1)NS(=O)(=O)c1ccc(Cl)cc1 (configuration not stated) | -17% | 3% | -4% | -0.4% | 1.5 | 91 | 0% | -1% | -0.1% | 0.0%
CC(O)CNCCCOc1cccc(Oc2ccccc2)c1 (configuration not stated) | -7% | 10% | -2% | -0.4% | 0.2 | 70 | 0% | -1% | 0.1% | 0.0%
NS(=O)(=O)c1ccc(N=Cc2c(O)c3ccccc3oc2=O)cc1 | -6% | 4% | 4% | 2.1% | -1.1 | 105 | 5% | x | 1.0% | x
Cc1csc2nc(CN3CCN(CC(=O)N(C)C)CC3)cc(=O)n12 | -18% | -4% | -12% | -1.0% | 2.0 | 35 | 1% | 1% | -0.1% | 1.9%
Cc1cccc(N=C2CSC(=O)N2)c1 | 10% | -4% | 6% | 0.3% | -0.2 | 64 | 8% | 1% | -0.1% | 1.3%
CCc1nnc(NC(=O)c2csc3c2CCC(C)C3)s1 (configuration not stated) | 2% | 10% | 12% | 2.3% | 5.3 | 54 | 1% | x | -0.1% | x
O=C(COC(=O)c1ccco1)c1ccccc1 | 2% | 0% | 4% | -2.2% | -1.7 | 57 | -2% | -6% | 0.2% | 0.7%
O=C(CSc1ccc(F)cc1)Nc1ccccc1Br | -8% | -13% | 2% | 0.4% | 0.5 | 54 | 4% | 2% | 0.8% | 0.1%
CCOC(=O)c1c(NC(=O)CSc2nc3ccccc3o2)sc(C)c1C | -5% | -10% | -7% | 2.9% | 5.4 | 63 | -1% | 0% | 0.3% | 6.0%
C[C@]12CCC(=O)C[C@@H]1CC[C@@H]1[C@@H]2CC[C@]2(C)[C@@H](C(=O)COC(=O)CCC(=O)O)CC[C@@H]12 | 1%&2% | -7%&13% | -7%&4% | -1.0%&0.5% | -0.7&0.9 | 88&102 | 2%&4% | -9%&0% | 0.5%&0.0% | 0.1%&0.2%
Cc1cc(Cl)c(S(=O)(=O)N2CCN(c3ccc(F)cc3)CC2)cc1OCC(=O)NC1CCCCC1 | -10% | 2% | 1% | -1.3% | 3.3 | 68 | -1% | -5% | -0.2% | 0.6% | NS5 inhibitors pilot replicate=-4.1
Cn1cc(S(=O)(=O)CC(=O)Nc2ccc3c(c2)OCO3)c2ccccc21 | -3% | 6% | 8% | 2.5% | 0.2 | 44 | -1% | 1% | -0.2% | 3.8%
CC(C)N1CCC(=NNc2ccc([N+](=O)[O-])cc2S(=O)(=O)N2CCOCC2)CC1 | -1% | -10% | 0% | -2.3% | -0.2 | 45 | 11% | -7% | 0.0% | 0.9%
Cc1ccc(NC(=O)C2CC(Cl)=CCC2C(=O)O)c([N+](=O)[O-])c1 (configuration not stated) | 8% | 8% | -6% | 0.1% | 3.9 | 43 | 0% | 4% | 0.2% | -0.3%
COc1cccc(NC(=O)CCC(=O)Nc2cc(OC)c(NC(=O)c3cccs3)cc2OC)c1 | -6% | 15% | 16% | -1.6% | 0.8 | 40 | 1% | 1% | 0.2% | 0.0%
Cc1cc(C(=O)NNC(=S)NC(=O)/C=C/c2ccccc2Cl)n[nH]1 | 10% | 2% | 6% | -0.9% | 1.5 | 64 | -9% | 0% | -0.1% | 3.2%
CC(C)(CSc1nncn1N)NS(=O)(=O)c1ccc(Cl)cc1 | 4% | 1% | 11% | 0.8% | -0.3 | 41 | -3% | -3% | -0.1% | -0.2%
CC(C)(Oc1ccc(Cl)cc1)C(=O)N1CCC(C(N)=O)CC1 | 4% | 10% | 3% | 1.2% | 0.8 | 50 | -2% | -6% | 0.0% | 0.4%
CCCc1cc(-c2nc(-c3ccc(Br)cc3)cs2)ccn1 | -9% | 7% | 4% | -0.3% | 3.2 | 41 | 2% | -2% | 0.3% | 8.7%

Two entries drawn at random from the list so far:
SMILES | GPR35 arrestin U2OS | AID2073 | GPR55 LPI antagonism | HIV peptide binding | NTR1 agonist | NTR1 agonist cell count 20 µM | SIAH1 antagonists | NS5 inhibitors | GPR55 activation | K1F lysis inhibition | others
CSc1cccc(NC(=O)C(C)Sc2ccc(C)cc2)c1 (configuration not stated) | 0% | 1% | -1% | -2.2% | -1.0 | 70 | -3% | -5% | -0.1% | -0.1% | NS5 inhibitors pilot replicate=-7.3
Cc1csc2nc(CN3CCN(CC(=O)N(C)C)CC3)cc(=O)n12 | -18% | -4% | -12% | -1.0% | 2.0 | 35 | 1% | 1% | -0.1% | 1.9%

Returning to the listing with the 2 entries that preceded the break.
SMILES | GPR35 arrestin U2OS | AID2073 | GPR55 LPI antagonism | HIV peptide binding | NTR1 agonist | NTR1 agonist cell count 20 µM | SIAH1 antagonists | NS5 inhibitors | GPR55 activation | K1F lysis inhibition | others
CC(C)(Oc1ccc(Cl)cc1)C(=O)N1CCC(C(N)=O)CC1 | 4% | 10% | 3% | 1.2% | 0.8 | 50 | -2% | -6% | 0.0% | 0.4%
CCCc1cc(-c2nc(-c3ccc(Br)cc3)cs2)ccn1 | -9% | 7% | 4% | -0.3% | 3.2 | 41 | 2% | -2% | 0.3% | 8.7%
O=[N+]([O-])c1cc(CN2CCOCC2)c2cccnc2c1O | -9% | 26% | -3% | 11% | x | x | 41% | x | -0.5% | x
CC(=O)c1ccc(Nc2nc3ccc(C)cc3n3cnnc23)cc1 | -3% | 6% | 6% | 1.4% | 1.0 | 84 | 0% | 0% | -0.1% | 0.0%
O=C(CC1NCCNC1=O)Nc1cccc([N+](=O)[O-])c1 (configuration not stated) | 11% | -7% | 9% | -0.4% | 2.8 | 43 | 0% | 7% | -0.1% | -0.5%
CN(Cc1ccccc1)C(=O)COc1ccccc1 | -15% | 17% | 12% | 2.7% | -0.8 | 46 | 12% | -7% | -0.4% | 1.8%
O=C(COc1ccc(/C=N/NC(=O)c2ccc(O)cc2)cc1)Nc1cccc([N+](=O)[O-])c1 | -7% | 42% | -14% | -7.5% | 1.4 | 34 | 7% | -8% | 1.3% | 0.4%
C=CCn1c(C(C)NC(=O)CCC)nc2ccccc21 (configuration not stated) | 7% | 6% | 8% | -2.9% | 0.4 | 55 | 12% | -3% | -0.2% | 5.4%
O=C1CCC(C(=O)NCCN2C(=O)S/C(=C\c3cccnc3)C2=O)=NN1 | 6% | -38% | -15% | -0.1% | 0.0 | 68 | -1% | -9% | 0.2% | 0.3%
O=[N+]([O-])c1ccc(/C=N\N2CCN(c3ccc(Cl)cc3)CC2)cc1 | -3% | -7% | -4% | -0.4% | -0.5 | 70 | -1% | 1% | -0.2% | 0.8%
CCOc1ccccc1N(C(=O)Cn1nnnc1-c1ccc(C)o1)C(CC)C(=O)NC(C)(C)C (configuration not stated) | 9% | 16% | 9% | 1.5% | 2.0 | 75 | 6% | -5% | -0.1% | 0.2%
CN1C(=O)[C@H]2[C@@H](/C=C/c3ccccc3)N3C(=O)CN(CCO)C(=O)[C@@]3(Cc3ccccc3)[C@H]2C1=O | 0% | 7% | -6% | 0.5% | 3.6 | 91 | 5% | -2% | -0.2% | 2.9%
Cc1nc2nc[nH]n2c(=O)c1NC(=O)CCc1ccccc1 | 11% | 2% | -7% | -1.3% | 0.2 | 37 | -1% | 0% | 0.2% | 0.3%
CCOC(=O)C(CC)/C(C)=N/NC(=O)c1ccc([N+](=O)[O-])cc1 (configuration not stated) | 23% | 22% | 13% | 0.5% | 1.0 | 48 | 3% | -2% | -0.1% | -0.2%
CCC(C)c1ccc(OCc2ccc(C(=O)OC)o2)cc1 (configuration not stated) | 3% | -12% | 4% | -2.5% | -0.1 | 51 | 0% | 0% | 0.0% | 0.3%
CCN(CC)CCN1C(=O)C(O)=C(C(C)=O)C1c1ccccc1[N+](=O)[O-] (configuration not stated) | -6% | 23% | -14% | 0.3% | 1.5 | 34 | -2% | 15% | -0.1% | 1.2%
Cc1ccc(Cn2c(NCCc3ccccc3)nc3c2c(=O)n(C)c(=O)n3C)cc1 | -5% | 0% | 0% | -2.5% | 11 | 40 | 0% | -4% | -0.1% | 0.4%
O=C(NNC(=O)C1CCN(c2ncccn2)CC1)c1ccc(Cl)cc1 | -13% | 30% | 8% | 1.5% | 1.2 | 38 | 4% | -8% | -0.1% | 0.5%
Cc1ccc(-n2ncc3c2CC(C)(C)CC3NC(=O)C2CCOCC2)cc1 (configuration not stated) | 4% | 10% | 10% | 0.1% | -0.8 | 70 | 13% | -6% | -0.1% | 1.4%[50 µM]
Cc1ccccc1NC(=O)/C(=C/c1ccco1)c1ccccc1 | 22% | 3% | 2% | 2.4% | -0.7 | 50 | -1% | -6% | -0.1% | 0.3%
CCOc1ccccc1N1CCN(C(=O)c2ccncc2)CC1 | -4% | -5% | 12% | -1.5% | 1.2 | 63 | -1% | -3% | -0.4% | 0.0%
O=C(CSc1nc2ccccc2[nH]1)NCC1CCCO1 (configuration not stated) | -6% | -1% | 3% | -0.5% | 0.1 | 80 | -3% | -11% | -0.2% | -0.2%
COc1ccc(S(=O)(=O)NC2(C(F)(F)F)NC(=O)N(CCc3ccccc3)C2=O)cc1 (configuration not stated) | -18% | 2% | -5% | 2.2% | 1.0 | 39 | 1% | 4% | 1.4% | 0.1%
CC(NC(=O)c1ccc2c(c1)OCCO2)c1ccc(S(N)(=O)=O)cc1 (configuration not stated) | 14% | 2% | 16% | 2.4% | 0.2 | 40 | 4% | x | 0.2% | -1.0%
Cc1cc2c(cc1S(=O)(=O)N1CCc3ccccc31)NC(=O)CO2 | -11% | 30% | -2% | 2.8% | 5.3 | 28 | 4% | -16% | 0.1% | -2.8%
CCOc1cc2[nH]c(=S)n(CCCCC(=O)NCc3ccco3)c(=O)c2cc1OCC | 8% | 24% | -4% | -1.7% | 1.5 | 60 | -3% | -9% | 0.4% | 0.9%
c1cncc(COC2CCCN(Cc3nc(-c4cccs4)no3)C2)c1 (configuration not stated) | -7% | 3% | -10% | -0.1% | -0.5 | 74 | -4% | -6% | 0.4% | 0.4%
O=C(Nc1ccc(-c2nc3ncccc3o2)cc1)c1ccc(Br)o1 | -12% | 25% | 3% | 5.0% | 14 | 84 | 12% | 21% | -0.3% | -0.1%
COc1ccc2cc(-c3[nH]ncc3CN3CCCCO3)ccc2c1 | -5% | -3% | -7% | 0.5% | 1.5 | 54 | 6% | -2% | -0.1% | 0.9%
